NTR1 ag = NTR1-driven beta-arrestin-GFP spot formation – imaging, U2OS cells, high content, primary screen (AID 493036). P30989. agonist mode. activation, % at 20 µM. hit rate 0.17% among 330,000;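 active = activation at or above 40% of the spot to cytoplasm intensity ratio, with at least 20 cells analyzed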;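 note: 0% = DMSO without peptide and 100% = 100 nM NTR1 peptide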
Target sequence (P30989 whole entry, looked up): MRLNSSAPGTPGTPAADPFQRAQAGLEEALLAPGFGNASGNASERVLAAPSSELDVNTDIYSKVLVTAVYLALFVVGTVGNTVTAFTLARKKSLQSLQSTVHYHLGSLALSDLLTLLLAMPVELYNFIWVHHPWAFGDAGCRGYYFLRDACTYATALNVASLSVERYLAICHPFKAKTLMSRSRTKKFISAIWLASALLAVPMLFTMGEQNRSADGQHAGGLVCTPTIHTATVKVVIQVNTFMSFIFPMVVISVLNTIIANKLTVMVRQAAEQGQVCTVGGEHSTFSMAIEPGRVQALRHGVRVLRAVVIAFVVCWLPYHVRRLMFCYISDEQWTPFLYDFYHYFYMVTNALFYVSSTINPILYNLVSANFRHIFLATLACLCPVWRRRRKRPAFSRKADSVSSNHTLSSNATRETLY
Dengue-2 NS5 capping = flavivirus cap methylation enzyme inhibition – biochemical, confirmation dose response, primary screen (AID 588689) | Dengue-2 NS5 methyltransferase capping enzyme assay, biochemical; higher % means a stronger effect | one-dose inhibition, % at 25 µM; IC50 in µM for titrated hits | hit rate 0.3% among 340,000; in the data active = a potency from the dose series
MgcRacGAP inhibition = MgcRacGAP GTPase-activating activity inhibitors, confirmation, biochemical, ADP Hunter fluorescence | MgcRacGAP-stimulated Rac1 GTP hydrolysis, ADP Hunter fluorescence; higher % means a stronger effect; GST-tagged Rac1 F28L mutant substrate | inhibition, % at 30 µM; hits with a dose series show IC50 in µM | hit rate 0.6% among 340,000 | AID 624330;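 active = first-screen hits whose inhibition reached a set limit at any dose in the follow-up dose series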;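 note: fluorescence reports GDP produced by GAP-driven GTP hydrolysis; strong numbers were not always called active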
NTR1 ag cell count 20 µM = also measured in NTR1 ag; calls as there; cell count; measured here: cell count, cytotoxicity flag
Dengue-2 NS5 capping pilot replicate = second read-out of Dengue-2 NS5 capping, no call of its own (marks repeat the call); inhibition, %; measured here: pilot screen replicate inhibition
* = called active by the depositor. Only part of the results is shown, so the mix of outcomes need not match the whole.

SMILES	NTR1 ag	NTR1 ag cell count 20 µM	Dengue-2 NS5 capping	MgcRacGAP inhibition	others
O=C(CNC(=O)c1ccc(Br)o1)OCc1ccc(Br)cc1	-1.8	53	-4%	5%
CCOC(=O)C1CCN(C(c2cc3cc(C)cc(C)c3[nH]c2=O)c2nnnn2C2CCCCC2)CC1 (stereo not drawn)	11	88	-2%	13%
CN(C(=O)CN1C(=O)c2ccccc2S1(=O)=O)C1CCCCC1	-1.6	55	-12%	0%
COc1ccc2oc(C(=O)OCC(=O)NCCc3ccc(S(N)(=O)=O)cc3)c(C)c2c1	0.2	64	12%	2%
CC1CCN(C(=O)COC(=O)c2ccc([N+](=O)[O-])o2)CC1	3.4	59	-7%	-3%
CCOC(=O)Cc1csc(NC(=O)c2ccc(C)c(S(=O)(=O)N3CCOCC3)c2)n1	-1.5	56	-7%	1%
C=CCC[C@H](Cc1ccc(F)cc1)C(=O)OC[C@@H](NC(=O)[C@@H](CC=C)CC(=O)N(CCO)Cc1ccccc1)C(C)(C)C	9.0	51	-4%	-8%
O=C(c1ccncc1)N1CCN(S(=O)(=O)c2ccccc2Br)CC1	1.6	55	-10%	5%
COc1ccccc1C(=O)NCCC(=O)NC1=NCCS1	2.5	90	-6%	3%
C[C@@H]1COC(=O)[C@@H](CC(=O)OC(C)(C)C)C/C=C\C[C@H](CC(=O)NCCO)C(=O)N1	-2.9	35	-7%	8%
CCCCn1c(N)c(N(CCOC)C(=O)c2ccc(OCc3c(C)noc3C)cc2)c(=O)[nH]c1=O	-2.0	60	1%	0%
O=C(NC(=S)NN1CCOCC1)c1cc(Br)ccc1Cl	-0.9	56	-9%	6%
CS(=O)(=O)c1ccc(NC(=O)c2ccccc2-n2cnnn2)cc1	5.0	49	1%	2%
C[C@@H](c1ccccc1)N1Cc2ccccc2Oc2cc(Br)ccc2S1(=O)=O	0.7	62	-4%	9%	Dengue-2 NS5 capping pilot replicate=2.1
COc1ccc(-c2noc(CCC(=O)N3CCN(c4ccc(Cl)cc4)CC3)n2)cc1	4.1	54	-3%	3%	Dengue-2 NS5 capping pilot replicate=3.7

7 structures from above, sorted by length of the SMILES, smallest number first:
SMILES	NTR1 ag	NTR1 ag cell count 20 µM	Dengue-2 NS5 capping	MgcRacGAP inhibition	others
O=C(NC(=S)NN1CCOCC1)c1cc(Br)ccc1Cl	-0.9	56	-9%	6%
O=C(CNC(=O)c1ccc(Br)o1)OCc1ccc(Br)cc1	-1.8	53	-4%	5%
CN(C(=O)CN1C(=O)c2ccccc2S1(=O)=O)C1CCCCC1	-1.6	55	-12%	0%
C[C@@H](c1ccccc1)N1Cc2ccccc2Oc2cc(Br)ccc2S1(=O)=O	0.7	62	-4%	9%	Dengue-2 NS5 capping pilot replicate=2.1
COc1ccc(-c2noc(CCC(=O)N3CCN(c4ccc(Cl)cc4)CC3)n2)cc1	4.1	54	-3%	3%	Dengue-2 NS5 capping pilot replicate=3.7
COc1ccc2oc(C(=O)OCC(=O)NCCc3ccc(S(N)(=O)=O)cc3)c(C)c2c1	0.2	64	12%	2%
CCCCn1c(N)c(N(CCOC)C(=O)c2ccc(OCc3c(C)noc3C)cc2)c(=O)[nH]c1=O	-2.0	60	1%	0%

The main list resumes; the two compounds before the break are reprinted first.
SMILES	NTR1 ag	NTR1 ag cell count 20 µM	Dengue-2 NS5 capping	MgcRacGAP inhibition	others
C[C@@H](c1ccccc1)N1Cc2ccccc2Oc2cc(Br)ccc2S1(=O)=O	0.7	62	-4%	9%	Dengue-2 NS5 capping pilot replicate=2.1
COc1ccc(-c2noc(CCC(=O)N3CCN(c4ccc(Cl)cc4)CC3)n2)cc1	4.1	54	-3%	3%	Dengue-2 NS5 capping pilot replicate=3.7
Cc1cc(NC(=O)CSCC(=O)Nc2nc3ccc(F)cc3s2)no1	-1.1	58	-5%	9%
CC(CNC(=O)Cn1ccc(NC(=O)OCc2ccccc2)nc1=O)c1ccccc1 (stereo not drawn)	1.1	47	0%	7%
Cc1ccccc1Nc1nc(N)nc(COC(=O)CCC(=O)c2ccc(F)cc2)n1	-0.4	63	1%	-4%
Cc1ccc(C)c(C(=O)CCC(=O)Nc2ccc(N3CCN(C)CC3)cc2C)c1	0.4	48	-2%	1%
O=C1CC/C=C\C[C@@H](CC(=O)N(CCO)Cc2ccccc2)C(=O)N2CCC[C@H]2CO1	-2.9	64	-2%	0%
CC(C)(O)CC[C@@H](O)[C@](C)(O)C1CC[C@@]2(O)C3=CC(=O)[C@]4(O)C[C@@H](O)[C@@H](O)C[C@]4(C)C3CC[C@]12C (stereo partly drawn)	-1.1	53	1%	-1%
COc1ccc(-c2oc(=O)c3cc(OC)c(OC)cc3c2-c2cc(F)cc(OC)c2)cc1	4.2	56	-2%	5%
Cn1c(SCc2c(F)cccc2Cl)nc2ccccc2c1=O	5.0	59	-7%	3%
CN(C(=O)COC(=O)c1ccc(Cl)c(S(=O)(=O)N2CCCCC2)c1)C1(C#N)CCCCC1	0.1	66	4%	2%
CSCCC(NC(=O)COc1ccccc1)C(=O)N1CCC(C(N)=O)CC1 (stereo not drawn)	2.9	59	-12%	12%
Cc1nnc(SCC(=O)NNC(=O)c2ccccc2)n1N	-2.7	59	-7%	-6%
Cc1cccc(C)c1NC(=O)CNC(=O)CCNC(=O)c1ccco1	-0.1	67	-2%	2%
CCOc1ccccc1OCCCC(=O)NNC(=O)c1nn(C)c(=O)c2ccccc12	-0.4	50	4%	4%
CC(C)(C)[C@@H]1COC(=O)[C@H](Cc2ccc(F)cc2)C/C=C\C[C@@H](CC(=O)N(CCO)Cc2ccccc2)C(=O)N1	1.1	54	5%	6%
CCc1ccccc1OCC(=O)Nc1cc(S(=O)(=O)N(CC)CC)ccc1N1CCOCC1	-2.6	56	-7%	-4%
O=C(Cc1c(F)cccc1Cl)Nc1cc(S(=O)(=O)N2CCOCC2)ccc1N1CCCC1	-0.1	50	0%	4%
CC(OC(=O)c1ccc(Cl)c([N+](=O)[O-])c1)C(=O)N1CCN(Cc2ccccc2)CC1 (stereo not drawn)	18	57	-9%	4%
O=C1c2ccccc2C(=O)N1CCC#Cc1ccc2cc(CCO)oc(=O)c2c1	10	43	1%	0%
Cc1ccc(S(=O)(=O)N2CCOCC2)cc1NC(=O)COC(=O)CCC(=O)c1ccc(F)cc1	1.3	70	3%	4%
CN(CC(=O)Nc1ccccc1Br)C(=O)c1sccc1-c1ccccc1	7.2	70	-2%	6%
COc1ccc(C(=O)NCC(=O)N2CCN(C(=O)c3ccco3)CC2)cc1OC	0.4	45	4%	7%
CC(C)NC(=O)N(C)C[C@@H]1Oc2ccc(NC(=O)CCN3CCOCC3)cc2CC(=O)N([C@@H](C)CO)C[C@@H]1C	-0.2	48	-17%	3%
COc1ccc(C(C)=O)cc1COC(=O)C1CCN(C(=O)c2ccc(Cl)cc2)CC1	0.1	60	-2%	3%
CCC(=O)c1ccc(OCC(=O)Nc2cccc(S(=O)(=O)N(C)c3ccccc3)c2)cc1	5.4	67	-4%	1%
Cn1c(N)c(C(=O)COC(=O)Cc2cccc(C(F)(F)F)c2)c(=O)n(C)c1=O	2.3	64	-4%	7%
COc1ccc2c(C(=O)NCc3ccc4c(c3)OCO4)c(-c3ccc(S(C)(=O)=O)cc3)sc2c1	3.0	63	-6%	4%
O=C(NCc1ccccc1CN1CCCC1)c1ccc(Cl)c(N2CCCC2=O)c1	-0.7	98	0%	2%
CN(C)c1ccc(/C=N/NC(=O)c2nnn(-c3nonc3N)c2CN2CCCCCC2)cc1	2.2	35	0%	6%
COc1ccc(NS(=O)(=O)c2ccc(O)c(NS(=O)(=O)c3ccc(NC(C)=O)cc3)c2)cc1	2.3	68	-9%	6%
CCCCCc1nnc(NC(=O)c2cccc(S(=O)(=O)N3CCOCC3)c2)s1	4.8	48	-8%	3%

Looked up by compound from above (2):
SMILES	NTR1 ag	NTR1 ag cell count 20 µM	Dengue-2 NS5 capping	MgcRacGAP inhibition	others
CN(C)c1ccc(/C=N/NC(=O)c2nnn(-c3nonc3N)c2CN2CCCCCC2)cc1	2.2	35	0%	6%
CC(OC(=O)c1ccc(Cl)c([N+](=O)[O-])c1)C(=O)N1CCN(Cc2ccccc2)CC1 (stereo not drawn)	18	57	-9%	4%

Continuation.
SMILES	NTR1 ag	NTR1 ag cell count 20 µM	Dengue-2 NS5 capping	MgcRacGAP inhibition	others
Nc1nc(COC(=O)C2CC(=O)N(CCc3ccccc3)C2)nc(Nc2ccccc2)n1 (stereo not drawn)	1.5	48	-1%	2%
O=C(COc1ccccc1[N+](=O)[O-])OCC(=O)c1ccc(Br)s1	-0.4	55	3%	3%
CC1CCN(C(=O)c2[nH]cnc2C(=O)Nc2ccccc2)CC1	1.7	74	-15%	9%
O=C1CN(S(=O)(=O)c2ccccc2)CCN1	0.3	67	-3%	-3%
CCN1CCN(c2ccc(NC(=O)c3ccc(Cl)c(S(=O)(=O)N4CCCC4)c3)cc2)CC1	0.9	47	-4%	10%
O=C(COC(=O)COc1ccc(Cl)cc1Br)NC1CCCCCC1	-0.8	43	6%	6%
CS(=O)(=O)c1ccc(Cl)c(NC(=O)COC(=O)c2ccc(S(=O)(=O)N3CCCC3)cc2)c1	-0.5	63	2%	6%
CCOc1ccc(C(=O)NCC(=O)OCC(=O)Nc2nnc(-c3ccccc3)o2)cc1	-0.5	57	-6%	9%
COc1ccc(OC)c(NC(=O)COC(=O)Cc2ccsc2)c1	0.1	60	-6%	0%
c1cc(CCCc2ccncc2)ccn1	0.5	56	4%	4%
CN(CC(=O)Nc1ccc(Cl)c(Cl)c1)C(=O)C1CCC1	-0.7	72	-2%	5%
CCOc1ccc(OCCC(=O)N(CC)CC(=O)NCc2cccs2)cc1	-1.8	51	6%	5%
CN(CC(=O)NC(=O)NCc1ccccc1)CC(=O)Nc1ccc(Cl)c(Cl)c1	4.0	54	-5%	5%
CC(=O)N1CCN(S(=O)(=O)c2cccc(C(=O)NCc3ccc(F)cc3)c2)CC1	3.2	58	-9%	0%
Cc1cc(C)cc(N)c1	0.1	66	-1%	7%

A portion from further up, for reference:
SMILES	NTR1 ag	NTR1 ag cell count 20 µM	Dengue-2 NS5 capping	MgcRacGAP inhibition	others
CC(=O)N1CCN(S(=O)(=O)c2cccc(C(=O)NCc3ccc(F)cc3)c2)CC1	3.2	58	-9%	0%
Cc1cc(C)cc(N)c1	0.1	66	-1%	7%

More compounds:
SMILES	NTR1 ag	NTR1 ag cell count 20 µM	Dengue-2 NS5 capping	MgcRacGAP inhibition	others
CCOC(=O)c1ccc(N2C(=O)[C@@H](c3ccccc3)[C@H]2c2ccccc2)cc1	-0.6	45	-4%	-2%
O=C(NC1CCN(Cc2ccccc2)C1)c1cccc(S(=O)(=O)N2CCOCC2)c1 (stereo not drawn)	0.5	65	-1%	-3%
Cc1cc(C(=O)OCC(=O)N2CCOCC2)c(C)n1-c1ccccc1	-1.6	69	-11%	7%
O=C(COC(=O)CCc1c[nH]c2ccccc12)Nc1ccccc1	0.7	55	-4%	8%
CC(C)(C)OC(=O)C[C@H]1C/C=C\C[C@@H](CC(=O)NCCO)C(=O)N2CCC[C@H]2COC1=O	-1.4	44	2%	6%
Cn1cccc1C(=O)NCC1COc2ccccc2O1 (stereo not drawn)	0.6	54	4%	17%
Cc1ccc(N2C(=O)N(CC(=O)N3c4ccccc4CC3C)C(=O)C2C)cc1 (stereo not drawn)	-1.1	54	-5%	12%
CCN(CC)S(=O)(=O)c1ccc(N2CCOCC2)c(NC(=O)c2ccc(=O)[nH]c2)c1	6.5	59	-5%	15%

Screening data from PubChem BioAssay.
